mHtt clearance: mutant huntingtin protein clearance; HeLa Exon1htt(103Q)mCFP, aggregate imaging; zero = plate's median compound well; inhibition, % at 1.5 µM; 0.42% of 47,000 active; AID 853;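 active = inhibition of aggregate fluorescence above about 70%, also judged a hit by eye on the cell image, limit read from the data, passing the limit was not always enough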;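 note: cells exposed to compound for three days before fixation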
mHtt clearance grain fraction: recorded beside mHtt clearance, whose call it bears; fraction fluorescence in grains; measured here: aggregate grain fluorescence fraction; hits give low values;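 scaled fraction of total cell fluorescence in grains with unit not stated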
* hit, by the source's call. This is a subset; rates above refer to the full screens.

SMILES | mHtt clearance | mHtt clearance grain fraction
O=C(NCC1CCCO1)c1ccc(S(=O)(=O)N2CCC(c3nc4ccc(Cl)cc4[nH]3)CC2)cc1 (configuration not stated) | -14 | 20
CCCn1nnc(NC(=O)c2ccc(-c3cccc(Cl)c3)o2)n1 | 21 | 31
COC(=O)c1sc2nc3c(cc2c1N)COC(C)(C)C3 | -1 | 38
CCOC(=O)c1c(CN2CCN(C)CC2)oc2ccc(O)cc12 | 20 | 17
Cc1ccc(C2=NC(C)(C)N=C2SCC(=O)Nc2ccc(Cl)cc2)cc1 | 21 | 17
CC1Cc2cc(/C(O)=C3\C(=O)C(=O)N(CCN(C)C)C3c3ccccc3F)ccc2O1 (configuration not stated) | 80* | 3.6*
Cc1cc(C(=O)Nc2ccc(S(=O)(=O)Nc3nccs3)cc2)c(C)o1 | -44 | 29
COc1cccc(C(=O)N(Cc2nc(-c3ccc(C)cc3)no2)C(C)C)c1 | 30 | 13
COc1cc(S(=O)(=O)N2CCCCCC2)c(OC)cc1Br | -91 | 61
CCOC(=O)c1ccc(S(=O)(=O)NC2CCCCCCC2)n1C | 27 | 13
Cc1c(N=C2NC(=O)C(CC(=O)Nc3ccccc3)S2)c(=O)n(-c2ccccc2)n1C (configuration not stated) | -63 | 35
Cc1ccc(-n2nnnc2SCC(=O)N2CCc3ccccc3C2)cc1 | 14 | 14
Cc1ccc(-n2c(CSc3nc(C)cc(C)n3)nnc2SCC(=O)N2CCCC2)cc1 | 4 | 20
CCCC(=O)Nc1nc(C)c(-c2csc(Nc3cc(OC)ccc3OC)n2)s1 | -2 | 40
COCCCn1c(SCC(=O)Nc2cccc(C(=O)OC)c2)nnc1-c1ccncc1 | 35 | 24
CC1(C)Oc2ccc3ccc(=O)oc3c2C(N2CCCCC2)C1O (configuration not stated) | 23 | 15
Cc1ccc(C2NC(=O)NC(O)(C(F)(F)F)C2C(=O)c2cccs2)o1 (configuration not stated) | 40 | 12
Cc1ccccc1NC(=O)CCN1CCCCCC1 | -112 | 95
O=C1CCCC2=C1C(c1ccc(OS(=O)(=O)c3ccc(Cl)cc3)cc1)C1=C(CCCC1=O)O2 | -14 | 35
CCOc1cccc(/C(O)=C2/C(=O)C(=O)N(CCN3CCOCC3)C2c2cccnc2)c1 (configuration not stated) | -16 | 22
Nc1cc(N)nc(SCC(=O)NCC2CCCO2)n1 (configuration not stated) | -10 | 34
CC(=O)c1c(C)[nH]c(C(=O)Nc2ccc(C)cn2)c1C | 24 | 26
CC(=O)Nc1ccc(OC(=O)C(CCS(C)(=O)=O)N2C(=O)c3ccccc3C2=O)cc1 (configuration not stated) | 28 | 13
CC(C)CC(c1nnnn1CC1CCCO1)N1CCN(Cc2ccc3c(c2)OCO3)CC1 (configuration not stated) | -8 | 21
CCSC1=C(C#N)C(=O)n2c1cc1c2CCCC1 | 47 | 20

(further entries)
SMILES | mHtt clearance | mHtt clearance grain fraction
Cn1c(CCNC(=O)c2ccccc2F)nnc1SCc1nc2ccccc2c(=O)[nH]1 | 21 | 14
CCCCn1nnc(NC(=O)Cc2ccc(Cl)cc2)n1 | 52 | 9
C=CCn1c(SCC(=O)c2cc(C)n(C(C)COC)c2C)nc2sc(C)c(C)c2c1=O (configuration not stated) | 11 | 17
CSC1=NCCN1C(=O)Cc1ccc(Cl)cc1 | -290 | 160
O=C1CC(N2CCC(c3nc4ccccc4o3)CC2)C(=O)N1c1cc(Cl)cc(Cl)c1 (configuration not stated) | 3 | 16
COc1ccc(S(=O)(=O)N(CC(=O)O)c2ccc(C)cc2)cc1 | -100 | 36
COC(=O)c1ccc(CSc2nc3scc(-c4cccs4)c3c(=O)[nH]2)o1 | 1 | 21
CN1CCN(CC(=O)Nc2c(C(=O)C3CC3)oc3ccccc23)CC1 | 7 | 34
CC(=O)N1CCN(C(=O)CC2OC(=O)c3ccccc32)CC1 (configuration not stated) | 16 | 34
CCCc1nnc(SCC(=O)N2CCCCC2C)n1CCCOC (configuration not stated) | -17 | 46
CC1CCN(CCCCOc2ccc([N+](=O)[O-])cc2)CC1 | -10 | 34
COc1ccc(CCN(C(=O)c2ccccc2)C2=CC3CCC(C2)N3C)cc1OC (configuration not stated) | -57 | 31
O=C(NCCN1CCOCC1)[C@H](Cc1ccccc1)N1C(=O)c2ccccc2C1=O | -95 | 61
O=C(Nc1nc2ccc(S(=O)(=O)N3CCCCC3)cc2s1)C1CCCO1 (configuration not stated) | -23 | 24
CCCCC(=O)Nc1ccc(NC(=O)C(C)C)cn1 | 50 | 19
CCN(CC)S(=O)(=O)c1ccc(S(=O)(=O)Nc2ccc(C(=O)N3CCCC3)cc2)cc1 | 28 | 15
COC(=O)CSc1nnc(CNc2ccc(OC)cc2)n1C | 29 | 24
O=C(CSc1ccc2nnc(-c3cccc(F)c3)n2n1)NCC1CCCO1 (configuration not stated) | 28 | 27
O=C(O)Cn1c(CC(=O)N2CCCC2)nc2ccccc21 | -34 | 24
CCSc1nc(N2CCOCC2)c2c(c1C#N)CCCC2 | 53 | 14
O=C(NC1CCCCCC1)C1c2ccccc2C(=O)N1Cc1ccco1 (configuration not stated) | 29 | 25
CC(C)CCC(C(=O)O)C(C)CC(=O)NC1CCCCC1 (configuration not stated) | -146 | 48
CCOCCCn1c(=NC(=O)c2ccc(OC)c(OC)c2)c(C#N)cc2c(=O)n3cccc(C)c3nc21 | -4 | 21
Cc1nc2sccn2c1-c1csc(NCc2ccccc2)n1 | 11 | 31
CCOC(=O)c1ccc(NC(=O)C2CCCN(S(=O)(=O)c3cnc[nH]3)C2)cc1 (configuration not stated) | -93 | 87

Further entries
SMILES | mHtt clearance | mHtt clearance grain fraction
COc1ccc(C2=NO[C@@H]3C(=O)N(c4ccc(C)cc4C)C(=O)[C@H]23)cc1OC | -60 | 54
O=C(O)CC(c1ccc(Cl)cc1)N1C(=O)CCC1=O (configuration not stated) | 6 | 32
CC(C)(C)NC(=O)Nc1ccc2nccnc2c1 | 26 | 29
CCN(CC)c1ccc(NC(=O)c2cc3ccccc3o2)c(C)c1 | -8 | 22
O=S(=O)(Nc1nc2ccccc2[nH]1)c1ccc(Cl)cc1 | 37 | 21
COc1ccc(-c2nc(CSCC(=O)NCc3ccco3)c(C)o2)cc1 | -18 | 44
CCCOc1ccc(N2CC(C(=O)Nc3ccc4c(c3)OCO4)CC2=O)cc1 (configuration not stated) | -32 | 43
O=C(O)c1ccc2c(c1)C(=O)N(Cc1ccccc1)C2=O | 5 | 19
COc1cccc(NC(=O)COC(=O)c2cccnc2)c1 | -11 | 22
Cc1nc2cc(NC(=O)N3c4ccccc4CC3C)ccc2o1 (configuration not stated) | -53 | 29
COc1cc2c(cc1O)CCN(C(=O)c1ccco1)C2C (configuration not stated) | 25 | 21
CN(C)S(=O)(=O)NC(c1ccccc1)c1ccccc1 | -217 | 53
COc1ccc(C(=S)N2CCNCC2)cc1 | -7 | 21
O=C(CSc1nnc(-c2cccs2)o1)c1cccs1 | 27 | 27
O=C(c1ccco1)N1CCN(C(=O)c2cc(-c3ccncc3)nc3ccc(Br)cc23)CC1 | -54 | 30
CCN(CC)CCN1C(=O)c2ccccc2NC1c1cccc(F)c1 (configuration not stated) | 21 | 16
O=C(Nc1ccccc1F)c1cc(S(=O)(=O)N2CCCCC2)cs1 | -9 | 21
CCc1ccc(NC(=O)N(CCOC)C2CCN(C(C)=O)CC2)cc1 | -64 | 35
CCOC(=O)N1CCC2(CC1)C(C#N)=C(N)OC1=C2C(=O)CC(C)(C)C1 | -273 | 133
CCC(C)(C)n1nnnc1C(c1ccc(C)cc1)N1CCSCC1 (configuration not stated) | 3 | 37
Cn1c(COc2nnc(-c3ccc(Cl)cc3)c3ccccc23)nc2ccccc21 | 20 | 25
CCCCCSc1nc2c(c(=O)[nH]c(=O)n2C)n1C(C)C | 3 | 31
COc1ccccc1-n1cnnc1SCC(=O)N1CCN(S(=O)(=O)c2ccccc2)CC1 | 31 | 24
CCCOc1ccc(-c2nc(C#N)c(NCC3CCCO3)o2)cc1 (configuration not stated) | -18 | 44
Cc1nc2ccc(NC(=O)N3CCN(c4ccccn4)CC3)cc2s1 | -12 | 19

No new results follow: entries from further up.
SMILES | mHtt clearance | mHtt clearance grain fraction
O=C(O)c1ccc2c(c1)C(=O)N(Cc1ccccc1)C2=O | 5 | 19
COc1cccc(NC(=O)COC(=O)c2cccnc2)c1 | -11 | 22
Cc1nc2cc(NC(=O)N3c4ccccc4CC3C)ccc2o1 (configuration not stated) | -53 | 29
COc1cc2c(cc1O)CCN(C(=O)c1ccco1)C2C (configuration not stated) | 25 | 21
CN(C)S(=O)(=O)NC(c1ccccc1)c1ccccc1 | -217 | 53
COc1ccc(C(=S)N2CCNCC2)cc1 | -7 | 21
O=C(CSc1nnc(-c2cccs2)o1)c1cccs1 | 27 | 27
O=C(c1ccco1)N1CCN(C(=O)c2cc(-c3ccncc3)nc3ccc(Br)cc23)CC1 | -54 | 30
CCN(CC)CCN1C(=O)c2ccccc2NC1c1cccc(F)c1 (configuration not stated) | 21 | 16
O=C(Nc1ccccc1F)c1cc(S(=O)(=O)N2CCCCC2)cs1 | -9 | 21
CCc1ccc(NC(=O)N(CCOC)C2CCN(C(C)=O)CC2)cc1 | -64 | 35
CCOC(=O)N1CCC2(CC1)C(C#N)=C(N)OC1=C2C(=O)CC(C)(C)C1 | -273 | 133
CCC(C)(C)n1nnnc1C(c1ccc(C)cc1)N1CCSCC1 (configuration not stated) | 3 | 37
Cn1c(COc2nnc(-c3ccc(Cl)cc3)c3ccccc23)nc2ccccc21 | 20 | 25
CCCCCSc1nc2c(c(=O)[nH]c(=O)n2C)n1C(C)C | 3 | 31
COc1ccccc1-n1cnnc1SCC(=O)N1CCN(S(=O)(=O)c2ccccc2)CC1 | 31 | 24

(cont.)
SMILES | mHtt clearance | mHtt clearance grain fraction
CCOC(=O)C(O)(CC(=O)c1ccc(OC)cc1)C(F)(F)F (configuration not stated) | 49 | 9.9
N#Cc1c(-c2ccco2)cc(-c2cccnc2)nc1N | -9 | 42
Cc1ccccc1-n1c(SC(C)C(N)=O)nnc1-c1cccnc1 (configuration not stated) | 2 | 28
CSc1ccc(S(=O)(=O)Nc2ccc(F)cc2)cc1 | -3 | 18
Cc1cc(S(=O)(=O)N2CCN(c3c(C)cccc3C)CC2)ccc1F | 30 | 11
Cn1c(=O)c2c([nH]c(=O)n2C)n(C)c1=O | 30 | 15
CC1(N2CCOCC2)CC2(O)C(=[N+]1[O-])CCc1nonc12 (configuration not stated) | 24 | 26
Cc1ccc(C)c(-n2nnnc2Sc2nnnn2-c2ccccc2)c1 | 17 | 26
COC(=O)CSc1nnc(-c2ccccc2OC)o1 | 20 | 16
O=C(CSc1ncn(-c2ccccc2)n1)Nc1nc(-c2ccccc2)cs1 | -23 | 25
O=C(CSc1nnc(Cc2ccccc2)n1Cc1ccco1)NC12CC3CC(CC(C3)C1)C2 | 2 | 16
CC(CNC(=O)CC(C)(C)C)NC(=O)CC(C)(C)C (configuration not stated) | 49 | 8.5
CCC(=O)NCCc1nc2ccccc2[nH]1 | 48 | 10
O=C(NCCOc1ccccc1)c1cc2ccccc2o1 | -138 | 40
CC1CCCC(C)N1C(=O)Cn1cc(/C=C2/C(=O)Nc3ccccc32)c2ccccc21 (configuration not stated) | -12 | 42
O=C(OCc1nc2ccccc2s1)c1cnccn1 | -65 | 49
CCn1c(=N)n(CC(O)c2ccco2)c2ccccc21 (configuration not stated) | 32 | 13
CCOC(=O)c1oc2ccccc2c1NC(=O)COc1cccc(OC)c1 | -69 | 35
Cc1ccc(N(CC(=O)N/N=C/c2ccc(OC3CSC3)cc2)S(=O)(=O)c2ccccc2)cc1 | 18 | 29
O=C(NCc1ccco1)c1cccn2c(=O)c3c4c(sc3nc12)CCCC4 | -30 | 38
CC1(C)Cc2nc3n[nH]c(N)c3cc2CO1 | -24 | 24
CCn1c(C)c2c(C)nnc(C)c2c1C | -1 | 20
COc1ccc(N(C)C(=O)CCC(=O)Nc2ccc3nc(N4CCOCC4)cc(C)c3c2)c(OC)c1 | -10 | 41
CCOc1ccccc1N1C(=O)c2ccc(C(=O)Nc3cccnc3)cc2C1=O | -85 | 59
Cc1ccc2c(c1)-c1c(cnn1CC(=O)N(CCC#N)c1ccccc1)CO2 | 20 | 36

The results go on:
SMILES | mHtt clearance | mHtt clearance grain fraction
CC1CN(S(=O)(=O)c2cn(C)c(=O)n(C)c2=O)CC(C)O1 (configuration not stated) | -188 | 97
Cc1c(C(=O)O)oc2c1C(O)CC(C)(C)C2 (configuration not stated) | 2 | 21
CCCCS(=O)CC(CS(=O)CCCC)OC(=O)c1ccccc1 (configuration not stated) | 49 | 20
CCCCN(c1ccccc1)S(=O)(=O)c1ccc2c(c1)CCN2C(=O)CCC(=O)O | 51 | 8.7
Cc1ccc(S(=O)(=O)NC(CC(=O)O)c2ccccc2)c(C)c1 (configuration not stated) | 13 | 29
O=C1CC(c2ccc3c(c2)OCO3)Sc2nc3ccccc3n21 (configuration not stated) | 2 | 36
O=C(CSc1nnc(-c2ccncc2)n1Cc1ccco1)Nc1ccccc1Cl | 38 | 19
Cc1cc2ccccc2n2c(SCC(=O)NCc3cccs3)nnc12 | 42 | 19
C=CCc1ccc(OCCOCCN(C)C)c(OC)c1 | 46 | 12
CCOC(=O)Cn1c(=O)oc2cc(S(=O)(=O)NCc3ccccn3)ccc21 | 26 | 25
CCC(C)NS(=O)(=O)c1ccc(NS(C)(=O)=O)cc1 (configuration not stated) | 16 | 18
Cc1oc(C(=O)O)cc1CSCc1ccoc1C(=O)O | -5 | 37
Cc1cc2c(c(=O)n1Cc1cccnc1)C(c1ccc(F)cc1)C(C#N)=C(N)O2 (configuration not stated) | -9 | 40
Cc1cc(NCCO)nc(N2CCOCC2)n1 | -11 | 44

Source: PubChem (Columbia University Molecular Screening Center)
